Compound activity (PubChem)
KCNQ2 inh – KCNQ2 channel blockers in CHO-K1 cells – cell-based, FluxOR thallium flux, B-score, primary screen (AID 2156). O88943. 20 min; active compounds read low. B-score at 10 µM. actives 1.1% (n = 310,000);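 active = fluorescence ratio B-score at most minus 3 library SDs, with starting brightness B-score within 2 library SDs, cut at about -5.5 in these data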
Kir21 inh – inhibitors of mouse Kir2.1 inward-rectifier potassium channel; P35561; HEK293-Kir2.1, FluxOR thallium flux fluorescence; active compounds read low; B-score at 10 µM; actives 0.85% (n = 310,000); AID 1672;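 active = fluorescence ratio B-score at or below minus 3 SD of library scores, with starting-brightness B-score within 2 SD, cut at about -4.2 in these data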;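 also: channel flux triggered by added potassium and thallium sulfate stimulus; B-score of peak minus minimum fluorescence over baseline after thallium stimulus; more negative B-score means stronger Kir2.1 block with less thallium influx; some compounds called inactive have numbers as strong as hits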
Target sequence (P35561 whole entry, looked up): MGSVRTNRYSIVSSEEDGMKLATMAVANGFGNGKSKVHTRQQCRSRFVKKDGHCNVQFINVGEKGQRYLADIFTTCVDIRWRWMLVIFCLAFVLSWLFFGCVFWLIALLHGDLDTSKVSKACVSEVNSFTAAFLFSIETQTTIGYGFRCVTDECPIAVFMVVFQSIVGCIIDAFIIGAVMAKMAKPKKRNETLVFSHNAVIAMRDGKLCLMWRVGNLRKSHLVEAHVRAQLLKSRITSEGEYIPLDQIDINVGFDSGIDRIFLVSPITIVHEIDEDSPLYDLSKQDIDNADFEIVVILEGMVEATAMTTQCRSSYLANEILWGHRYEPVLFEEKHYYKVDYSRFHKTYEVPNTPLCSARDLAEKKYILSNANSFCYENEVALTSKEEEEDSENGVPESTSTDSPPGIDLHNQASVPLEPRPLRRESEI
CHT inh – human CHT choline transport inhibition | Q9GZV3 | CHT-expressing cells, membrane potential dye, choline response; active compounds read low | B-score at 10 µM | actives 0.86% (n = 310,000);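 active = B-score over 3 SD under the library average, and starting fluorescence ratio not unusually high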;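 also: choline stimulus applied at its EC90 after an EC20 pre-addition; B-score computed on integrated fluorescence ratio after choline addition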
Target sequence (Q9GZV3 whole entry, looked up): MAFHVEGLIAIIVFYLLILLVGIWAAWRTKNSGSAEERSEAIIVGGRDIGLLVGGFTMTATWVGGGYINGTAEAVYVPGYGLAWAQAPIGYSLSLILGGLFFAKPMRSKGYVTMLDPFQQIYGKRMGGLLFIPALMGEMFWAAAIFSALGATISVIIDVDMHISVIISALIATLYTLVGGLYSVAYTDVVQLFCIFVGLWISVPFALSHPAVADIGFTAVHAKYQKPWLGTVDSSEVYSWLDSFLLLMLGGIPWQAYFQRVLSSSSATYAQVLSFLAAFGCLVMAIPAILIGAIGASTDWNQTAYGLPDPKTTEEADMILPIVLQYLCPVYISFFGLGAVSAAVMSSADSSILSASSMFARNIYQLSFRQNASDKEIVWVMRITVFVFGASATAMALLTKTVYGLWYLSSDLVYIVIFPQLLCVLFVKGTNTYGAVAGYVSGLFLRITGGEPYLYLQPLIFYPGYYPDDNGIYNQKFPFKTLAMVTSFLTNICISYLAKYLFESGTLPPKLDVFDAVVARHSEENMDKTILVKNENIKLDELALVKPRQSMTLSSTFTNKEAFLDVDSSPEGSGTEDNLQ
The depositor's hits bear a star; i = inactive; . = no result given.

SMILES	KCNQ2 inh	Kir21 inh	CHT inh
Cc1nc(NC(=O)CCC(=O)O)sc1C(=O)N(C)C	i	-1.6	i
O=C(Nc1c(C(=O)N2CCCC2)cnn1-c1ccccc1)c1cccc(F)c1	i	1	i
CNC(=O)C1CC(=O)N(CCc2ccc(C)cc2)C1 (configuration not stated)	i	0.02	i
O=C(N=C1SC2CS(=O)(=O)CC2N1c1ccc(Cl)cc1)C1CCCO1 (configuration not stated)	i	0.58	i
COc1ccccc1-n1c(SCC(=O)O)nc2c(sc(=S)n2-c2ccc(Cl)c(C)c2)c1=O	i	2.4	i
CCn1c(CCNC(=O)c2cccs2)nnc1SCC(=O)Nc1cccc(Cl)c1	i	1.6	i
Clc1ccc(CNc2nc(CN3CCOCC3)nc3scc(-c4ccccc4)c23)cc1	i	0.66	i
C/C(=C\c1ccccc1)CN1CCN(C)CC1	i	-0.59	i
COCCn1c(CN2CCN(c3cccc(Cl)c3)CC2)nc2c1c(=O)n(C)c(=O)n2C	i	-0.93	-7.3*
COC(=O)c1ccccc1NC(=O)CSCC(=O)Nc1ccccc1	i	-2.1	i
CCOC(=O)c1c(NC(=O)CSc2nnnn2-c2ccccc2)sc2c1CCC(C)C2 (configuration not stated)	i	0.07	i
Nc1nnc(SCC(=O)N2CCN(c3ccccc3)CC2)s1	i	0.06	i
Cc1ccc(S(=O)(=O)N2CCN(C)CC2)cc1C	i	-0.27	i
CCCCCC1CCC(c2ccc(/C(N)=N/O)cc2)CC1 (configuration not stated)	i	-1.4	i
O=C(Nc1ccc(N2CCOCC2)cc1)c1cc(F)c(F)cc1Cl	i	0.57	i
Cc1ccc(-c2ccc(CCC(=O)O)o2)cc1	i	0.75	i
CCCn1cc(CN2CCC(n3nccc3NC(=O)c3ccccc3)CC2)c(C)n1	i	0.92	i
Fc1ccc(-c2csc(NC3=NCCC3)n2)cc1	i	0.23	i
CN(Cc1cccnc1)C(=O)CC1C(=O)NCCN1CC(c1ccccc1)c1ccccc1 (configuration not stated)	i	-0.36	i
O=C(c1cccs1)N(CCO)Cc1cc2cc3c(cc2[nH]c1=O)OCCO3	i	0.51	.
CCOC(=O)C(=O)N1CCN(CC)CC1	i	2.5	i
COc1cccc(CNCc2ccccc2OC)c1	i	-0.78	i
CC(C)(C)NC(=O)C(c1ccncc1)N(C(=O)Cn1nnc(-c2ccc(F)cc2)n1)c1ccccc1 (configuration not stated)	i	-0.07	i
O=C(O)CCCCC1SCC2NC(=O)NC21 (configuration not stated)	i	-0.47	i
O=C(CSc1ncc(C(=O)O)n1-c1ccc(F)cc1)NCc1ccc2c(c1)OCO2	i	-0.18	i
Cc1ccc2cc3c(NC(=O)c4cccnc4)nn(C)c3nc2c1	i	-0.93	i
CSc1ccccc1NC(=O)COC(=O)c1ccc(O)cc1	i	1.8	i
Cc1ccc(Sc2ccc(C(=O)N(C)C)cc2[N+](=O)[O-])cc1	i	1.3	i
Cn1nc(-c2ccccc2)cc1NC(=O)Nc1ccccc1F	i	-1.1	i
Cn1cc(C=O)c2cc(F)ccc21	i	0.02	i
CNC(=S)N/N=C/c1cn(Cc2ccc(C)cc2)c2ccccc12	i	0.08	i
O=C(NCc1ccccn1)c1cn(Cc2ccccc2)nn1	i	0.76	i
C=C(C)c1ccc(C(C)(C)NC(=O)N2CCN(C)CC2)cc1	i	-1.1	i
CCC(C)NC(=O)c1cc2cc3ccc(OC)cc3nc2o1 (configuration not stated)	i	-0.92	i
NC(=O)Cn1cc(/C=N/NC(=O)c2ccc(Cn3cc(Cl)cn3)o2)c(-c2ccccc2)n1	i	0.96	i
Cc1ccccc1NC(=O)c1ccc2c(c1)CCN2S(C)(=O)=O	i	1.3	i
CC1(C)CC(=O)C(C=Nc2ccccc2Sc2ccccc2)=C(O)C1	i	-0.82	i
COc1ccccc1C(C)NC(=O)Cc1ccc(S(=O)(=O)N2CCOCC2)s1 (configuration not stated)	i	0.82	i
O=C(Nc1ccc2c(c1)OCO2)N1CCN(c2ccccc2Cl)CC1	i	0.67	i
COc1ccc(OCC(=O)NCCCCCCNC(=O)COc2ccc(OC)cc2)cc1	i	0.62	i
Cc1ccc(S(=O)(=O)[N-]c2nc3ccccc3nc2-n2cc[n+](Cc3ccccc3)c2)cc1	i	0.54	i
Cn1cc(Br)c(C(=O)Nc2sc3c(c2C(N)=O)CCC3)n1	i	1.8	i
COc1ccc(Cl)cc1C(=O)n1cnc2ccccc21	i	-0.05	i
Cc1cccc(N2CCN(C(=O)c3ccc(CS(=O)(=O)c4ccccc4C)o3)CC2C)c1 (configuration not stated)	i	-0.6	i
O=C(O)c1cccc(S(=O)(=O)Nc2ccccc2N2CCOCC2)c1	i	0.02	i
O=C(CN1C(=O)c2ccccc2C1=O)NCC(=O)OCC(=O)c1cccc([N+](=O)[O-])c1	i	1.1	i
CC(C)c1nnc(NC(=O)CC(=O)Nc2ccccc2C(=O)O)s1	i	-0.82	i
C=CCN1C(=O)c2ccc(C(=O)N3CCC(C(N)=O)CC3)cc2C1=O	i	-0.11	i
CC(=O)N1CCN(C(=O)c2cccc(S(=O)(=O)NCc3ccccc3)c2)CC1	i	0.53	i
CC(NCc1ccc(F)cc1)C(=O)Nc1cc(S(=O)(=O)N2CCCCC2)ccc1Cl (configuration not stated)	i	0.05	-5.8*
The list goes on.
SMILES	KCNQ2 inh	Kir21 inh	CHT inh
COc1ccc(N2CCN(C(=S)NCc3ccc(C)cc3)CC2)cc1	i	-1.8	i
COc1ccc(CC(=O)Nc2ccccc2NC(=O)Cc2ccc(OC)cc2)cc1	i	0.72	i
Cc1nn(CCC(=O)NCc2ccc(N(C)C)cc2)c(=O)c2nn(-c3ccccc3)c(C)c12	i	-1.3	i
O=c1c2ccccc2nc2n1CCCCN2	i	-0.37	i
CC1CCC2C(=O)N(c3cccc(C(=O)Nc4ccccc4Cl)c3)C(=O)C2C1 (configuration not stated)	i	0.83	i
COc1ccc(NC(=O)CSc2nnc(-c3ccco3)n2N)cc1Cl	i	0.87	i
Cc1cc(NC(=O)CCC(=O)N(c2ccc(F)cc2)C(C(=O)NC2CCCC2)c2ccncc2)no1 (configuration not stated)	i	-0.43	i
Cc1[nH]c2ccccc2c1/C=N/NS(=O)(=O)c1ccccc1	i	-2.4	i
Cn1cccc1Cc1nnc(SCC(=O)NC2CCCCC2)n1-c1ccc(F)cc1	i	-1.5	i
CC12CCCCC1N(O)C(=O)C(=O)N2O (configuration not stated)	i	0.63	i

Complete entries, quoted from the list. Screens in order: KCNQ2 inh | Kir21 inh | CHT inh
CC12CCCCC1N(O)C(=O)C(=O)N2O (configuration not stated) reads i | 0.63 | i
Cn1cccc1Cc1nnc(SCC(=O)NC2CCCCC2)n1-c1ccc(F)cc1 reads i | -1.5 | i
Cc1nn(CCC(=O)NCc2ccc(N(C)C)cc2)c(=O)c2nn(-c3ccccc3)c(C)c12 reads i | -1.3 | i
CC1CCC2C(=O)N(c3cccc(C(=O)Nc4ccccc4Cl)c3)C(=O)C2C1 (configuration not stated) reads i | 0.83 | i

The list continues.
SMILES	KCNQ2 inh	Kir21 inh	CHT inh
Cc1ccc(-n2ncc3c(SCC(=O)NNC(=O)C(C)C)ncnc32)cc1	i	0.01	i
O=[N+]([O-])c1cccc(S(=O)(=O)NC2CC3CCC2C3)c1 (configuration not stated)	i	-2	i
COCCNC(=O)c1cc2ncc(Br)cn2n1	i	-0.49	i
CCn1c(O)c(N=Nc2ccc3ccccc3n2)c2ccccc21	i	-4.3	i
O=[N+]([O-])c1ccc(S(=O)(=O)Nc2ccccn2)cc1	i	0.39	i
Cc1c(-c2cccc(NC(=O)c3cccs3)c2)nc2ncccn12	i	-1.9	i
Cc1nn(-c2ccccc2)c(Cl)c1/C=N/NC(=O)c1ccccc1NS(=O)(=O)c1cccs1	i	-0.31	i
CN(C)NC(=O)c1ccc([N+](=O)[O-])s1	i	0	i
CCOc1ccccc1N/C(=N/c1nc(C)cc(C)n1)NC(=O)Nc1ccc(Cl)c(Cl)c1	i	0.34	i
CCOC(=O)CSc1nnc(CSc2nc(N)c3c(C)c(C)sc3n2)n1-c1ccccc1	i	-0.03	i
N#CC1=C(SCc2ccccc2)NC(=O)CC1c1ccc(O)cc1 (configuration not stated)	i	-4.4*	i
CC(C)OC(=O)CC(NC(=O)OC(C)(C)C)c1ccccc1 (configuration not stated)	i	-0.01	i
COc1ccc(-n2ncc(C(C)NS(=O)(=O)c3cccs3)c2C)cc1 (configuration not stated)	i	0.63	i
CSc1nc(C)[nH]c(=O)c1C#N	i	1.1	i
COc1cc(/C=C2/C(=N)N3C=CSC3=NC2=O)ccc1OCCOc1ccc(NC(C)=O)cc1	i	0.95	i
CCCOCC1CC2(SC(=Nc3ccc(C)cc3)NC2=O)C(=O)O1 (configuration not stated)	i	0.17	i
O=C1CC(SCCc2nc3ccccc3[nH]2)C(=O)N1c1ccc(F)c(Cl)c1 (configuration not stated)	i	-0.03	i
COC(=O)c1cc(Br)c(=O)n(-c2ccccn2)c1	i	-1.4	i
Cc1onc(-c2ccccc2Cl)c1C(=O)Nc1ccc(S(=O)(=O)Nc2nccs2)cc1	i	-0.6	i
C=CCNC(=O)C1CCCN(S(C)(=O)=O)C1 (configuration not stated)	i	-1.8	i

5 structures out of the list, ordered by length of the SMILES, falling.
SMILES	KCNQ2 inh	Kir21 inh	CHT inh
COc1cc(/C=C2/C(=N)N3C=CSC3=NC2=O)ccc1OCCOc1ccc(NC(C)=O)cc1	i	0.95	i
O=C1CC(SCCc2nc3ccccc3[nH]2)C(=O)N1c1ccc(F)c(Cl)c1 (configuration not stated)	i	-0.03	i
N#CC1=C(SCc2ccccc2)NC(=O)CC1c1ccc(O)cc1 (configuration not stated)	i	-4.4*	i
CC(C)OC(=O)CC(NC(=O)OC(C)(C)C)c1ccccc1 (configuration not stated)	i	-0.01	i
COC(=O)c1cc(Br)c(=O)n(-c2ccccn2)c1	i	-1.4	i

Grouped by structure: the compounds so far containing a cyano group
SMILES	KCNQ2 inh	Kir21 inh	CHT inh
N#CC1=C(SCc2ccccc2)NC(=O)CC1c1ccc(O)cc1 (configuration not stated)	i	-4.4*	i
CSc1nc(C)[nH]c(=O)c1C#N	i	1.1	i

Further records:
SMILES	KCNQ2 inh	Kir21 inh	CHT inh
CCOc1ccccc1C(=O)N(CCC(=O)OC)c1ccccn1	i	0.1	i
CCOC(=O)c1sc(-c2ccc(Cl)cc2Cl)nc1O	i	-1.2	i
O=C(COc1c(Br)cc(Br)c2cccnc12)N1CCCCC1	i	-1	i
Nc1nc(-c2ccc3ccccc3c2)cs1	i	1.1	i
O=C(Nc1ccc(S(=O)(=O)Nc2ncccn2)cc1)c1ccc(Br)o1	i	1.7	i
CCc1ccc(NC(=O)C2CC(=O)Nc3ncnn32)cc1 (configuration not stated)	i	0.91	i
COc1ccc(NC(=S)N(CCc2c(C)[nH]c3ccc(C)cc23)Cc2cccs2)cc1	i	2.2	i
Cn1nnnc1SCC1=C(C(=O)O)N2C(=O)C(NC(=O)Cn3nc(C(F)F)cc3C3CC3)C2SC1 (configuration not stated)	i	2.3	i
CCc1ccc(NS(=O)(=O)c2ccc3[nH]cc(C(=O)N(C)Cc4ccco4)c(=O)c3c2)cc1	i	0.35	i
Brc1cnc2ccccc2c1N1CCCCC1	i	0.77	i
CC(C)N1CCN(C(=O)c2ccc(OC3CCN(CCc4ccccc4)CC3)cc2)CC1	i	0.36	i
CN(C)C(=O)C(=O)c1c(-c2ccccc2)cc2ccccn12	i	-2	i
CS(=O)(=O)N(CC(=O)N/N=C/c1cc([N+](=O)[O-])ccc1Cl)c1ccccc1	i	-2.2	i
Cc1ccc(Cl)cc1NS(=O)(=O)N1CCOCC1	i	-0.97	i
COCCNC(=O)CN(Cc1ccc(Cl)cc1)S(C)(=O)=O	i	-1.4	i
COc1ccc2cc(-c3[nH]ncc3CN3CCCCO3)ccc2c1	i	-1.9	i
Cc1ccc(O)c(C(=O)/C=C/c2ccc3c(c2)OCCO3)c1	i	1	i
CC(=O)Nc1ccc(NC(=O)CSc2nc(N)c(NC(=O)c3ccccc3F)c(=O)[nH]2)cc1	i	-0.54	i
Cc1oc(-c2ccc(Cl)cc2)cc1C(=O)/C(C#N)=C/Nc1cccc(OC(F)(F)F)c1	i	-1.5	i
COc1ccc(C2CC(c3cccs3)=NN2S(C)(=O)=O)cc1 (configuration not stated)	i	0.02	i
CCCCCCCCc1nc(SCC(C)=O)n[nH]1	i	-0.1	i
CCCCCNCc1cccc(Br)c1	i	1.9	i
O=C(COC(=O)/C=C/c1ccco1)Nc1ncc(Cl)cc1Cl	i	0.66	i
Cc1nn(Cc2ccccc2)c(Cl)c1/C=C/C(=O)OCC(=O)N(C)C1CCS(=O)(=O)C1 (configuration not stated)	i	0.86	i
COc1ccc(Cl)cc1NC(=O)c1cc(-c2ccccc2O)n[nH]1	i	-0.02	i
COc1ccc(C2/C=C\CN(C(=O)CC(C)(C)C)CC(=O)N2Cc2ccc(F)cc2)cc1 (configuration not stated)	i	-0.31	i
CCS(=O)(=O)N1CCN(C2Cc3ccccc3C2)CC1	i	0.59	i
CC(=O)c1cn(-c2ccc([N+](=O)[O-])cc2)c(=O)n(C)c1=O	i	-0.3	i
COCC1CCCN(Cc2nc(C(c3ccccc3)c3ccccc3)no2)C1 (configuration not stated)	i	-2	i
CCNS(=O)(=O)c1ccc(NC(=O)c2cccnc2)cc1	i	0.42	i
Oc1ccccc1C1=NN(c2ccccc2)C(c2ccc(F)cc2)C1 (configuration not stated)	i	2.5	i
CC(=O)NCC(=O)NC(Cc1ccccc1)C(N)=O (configuration not stated)	i	0.99	i
O=S(=O)(c1cccc(S(=O)(=O)N2CCC(n3nnc4ccccc43)CC2)c1)N1CCCCC1	i	1.3	i
COc1ccccc1C(=O)Nc1ccc2c(c1)nc(CCNC(C)=O)n2C	i	1.4	i
